# ELG1 genotox: inducers of genotoxicity in HEK293T ELG1-luciferase cells; HEK293T ELG1-luciferase reporter, luminescence, 16 h; Potency, µM (top dose mostly 46 µM), for inactives: at the top dose activity change, positive = activation, hits mostly activators; hit rate 1.3% among 330,000; note: potency is the fitted concentration of half-maximal effect; % of control where 0% means no effect; nearly all actives have a fitted effect of over 60% in size
#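 Luminescence read-out: rising ELG1-luciferase signal, reflecting elevated ELG1 protein under genetic stress, flags genotoxic compounds. Cells were treated for 16 hr at 37 °C before ONE-Glo detection.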
# ELG1 DNA repair: inhibitors of ELG1-dependent DNA repair in HEK293T cells | HEK293T ELG1-luciferase reporter, luminescence, 16 h; DNA damage induced by 5-fluorouridine | Potency, µM (highest dose often 46.1 µM), for inactives: at the highest dose activity change, negative = inhibition, hits mostly inhibitors | hit rate 2.3% among 330,000 | AID 504467; note: potency is the fitted concentration of half-maximal effect; % is set by controls: 0 for no effect and ±100 for the full control effect; nearly all actives have a fitted effect of over 55% in size
#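 Overnight (16 hr) co-exposure of 2,000 cells/well to 5-fluorouridine and compound at 37 °C preceded detection. Luciferase was quantified via ONE-Glo luminescence; loss of signal denotes inhibition.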
# TRPV1 ag: agonists of human vanilloid receptor 1 (TRPV1); activation, % at 8.33 µM; Q8NER1; AID 540275; TRPV1-expressing cells, Fluo-8 calcium influx, agonist mode; hit rate 0.19% among 320,000; in the data active = activation above about 80%; inconclusive = between about 30% and that limit; note: 0% is about no effect
#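 Cells expressing TRPV1 were dye-loaded with Fluo-8 and read kinetically: 10 s baseline, 3 min after compound (agonist portion), then 2 min after EC20 capsaicin (allosteric enhancer portion). Calcium-bound dye fluorescence at 480/520 nm.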
# BRCA1 expr up: BRCA1 expression activation | Potency, µM (titrated, usually from 46.1 µM), without a hit: top-dose activation, hits mostly activators | hit rate 1.1% among 380,000 | MCF7-BRCA1-FFLuc reporter, luminescence, 48 h; response scale: scaled: vehicle 0%, 10 µM genistein 100%; note: potency is the fitted concentration of half-maximal effect; nearly all actives have a fitted effect of over 80% in size; some results filed as inactive show a strong effect at the top dose
#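 Quantitative HTS in MCF7 cells stably reporting BRCA1 expression via firefly luciferase. Compound treatment lasts 48 h at 37 °C in phenol-red free MEM. Activation is expressed relative to genistein at 10 microM and DMSO.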
# Rab9 promoter act: activates the Rab9 promoter; Huh7 Rab9 promoter-luciferase reporter, luminescence, 24 h; AID 485297; Potency, µM (series often up to 9.22 µM), inactives show at the highest dose activation, negative = inhibition, actives largely listed as activators; hit rate 2.8% among 320,000; note: potency is the fitted concentration of half-maximal effect; % of control where 0% means no effect; nearly all actives have a fitted effect of over 60% in size
#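 Huh7 cells stably carrying Rab9 promoter–luciferase reporter, plated 1500 cells/well, compound added after 2 h and incubated 24 h at 37 °C; luciferase luminescence then read after 10 min with detection reagent.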
# p53 reactivation: re-activators of mutant p53; hit rate 0.063% among 320,000; H1299 p53-A138V BP100-luciferase reporter, luminescence, 24 h; Potency, µM (highest dose often 92.2 µM), for inactives: at the highest dose activity change, positive = activation, usual class: activators; note: potency is the fitted concentration of half-maximal effect; % of control where 0% means no effect; nearly all actives have a fitted effect of over 45% in size
#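 p53-null H1299 cells stably carrying temperature-sensitive p53-A138V and a BP100-luciferase reporter were pinned with compounds (4-point, 1:5 series) and held 24 hrs at 37 deg C. Luminescence was read 10 min after detection reagent.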
# RORgamma inh: blocks mouse ROR gamma transcriptional activity; P51450; Drosophila S2 Gal4-RORgamma UAS-luciferase reporter, 20 h; Potency, µM (titrated, usually from 53.6 µM), without a hit: at the top dose activity change, negative = inhibition, hits mostly inhibitors; hit rate 5.4% among 310,000; AID 2551; note: potency is the fitted concentration of half-maximal effect; % is set by controls: 0 for no effect and ±100 for the full control effect; nearly all actives have a fitted effect of over 60% in size
# Target sequence (P51450 whole entry, looked up, the tested form may be a part): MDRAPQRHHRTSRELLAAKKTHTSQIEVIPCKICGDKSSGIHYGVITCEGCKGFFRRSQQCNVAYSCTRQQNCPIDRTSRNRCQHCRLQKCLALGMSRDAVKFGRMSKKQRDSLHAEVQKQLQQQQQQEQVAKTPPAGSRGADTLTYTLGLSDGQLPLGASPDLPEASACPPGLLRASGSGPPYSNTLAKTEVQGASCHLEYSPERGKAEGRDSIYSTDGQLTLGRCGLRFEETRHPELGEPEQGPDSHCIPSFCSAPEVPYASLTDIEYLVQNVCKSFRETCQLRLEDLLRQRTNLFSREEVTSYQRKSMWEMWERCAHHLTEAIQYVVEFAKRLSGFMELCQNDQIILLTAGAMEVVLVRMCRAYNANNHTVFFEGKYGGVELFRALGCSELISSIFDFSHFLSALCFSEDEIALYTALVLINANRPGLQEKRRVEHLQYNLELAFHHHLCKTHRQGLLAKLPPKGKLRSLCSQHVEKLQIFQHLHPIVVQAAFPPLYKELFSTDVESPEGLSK
#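 In this cell-based reporter format, copper sulfate (700 uM final) drives Gal4–ROR gamma fusion expression from a metallothionein promoter in Drosophila Schneider cells; compounds preincubated 1 hr, reporter read after 20 hr at ambient temperature.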
# NPC1 prom act: NPC1 promoter activation. Huh7 NPC1 promoter luciferase reporter, 24 h. Potency, µM (titrated, usually from 9.22 µM), inactives show at the top dose activation, actives largely listed as activators. hit rate 2.4% among 320,000;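 note: potency is the fitted concentration of half-maximal effect; % of control where 0% means no effect; nearly all actives have a fitted effect of over 60% in size; reporter is driven by a mutant NPC1 promoter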
#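 Luciferase expression driven by the NPC1 promoter was measured in stably transfected Huh7 cells after a 24 h compound incubation, using a luciferase reagent and a luminescence read.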
# FLuc modulator: firefly luciferase modulation, counter-screen for miR-21 project | P08659 | purified FLuc, Km substrates, luminescence inhibition | AID 588342 | Potency, µM (doses to about 57.5 µM), for the others: at the highest dose activity change, negative = inhibition, usual class: inhibitors | hit rate 6.9% among 360,000;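 note: potency is the fitted concentration of half-maximal effect; plate controls were vehicle for no effect and reference inhibitor for full effect; nearly all actives have a fitted effect of over 55% in size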
#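 Biochemical qHTS of compounds, final roughly 60 µM downward over six points, against 10 nM purified firefly luciferase using Km concentrations of substrates (10 uM D-luciferin, 10 uM ATP) in Tris acetate pH 7.5 buffer; luminescence output.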
# Gal4-VP16 FLuc: counter-screen for ROR gamma inhibitors: Gal4-VP16 reporter; Drosophila S2 Gal4-VP16 UAS-luciferase, luminescence, 20 h; Potency, µM (top dose mostly 53.6 µM), for inactives: at the highest dose activity, negative = inhibition, usual class: inhibitors; hit rate 3.5% among 310,000;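 note: Gal4-VP16 expression switched on by copper sulfate through the metallothionein promoter; potency is the fitted concentration of half-maximal effect; % is set by controls: 0 for no effect and ±100 for the full control effect; nearly all actives have a fitted effect of over 50% in size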
# Tb PFK block: T. brucei PFK enzyme inhibition; T. brucei PFK, ADP-Glo luminescence; O15648; Potency, µM (highest dose often 57.5 µM), for the others: at the highest dose activity, negative = inhibition, hits mostly inhibitors; hit rate 0.17% among 330,000;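 note: potency is the fitted concentration of half-maximal effect; 0% = uninhibited 1x PFK enzyme wells and -100% = no-enzyme wells; nearly all actives have a fitted effect of over 60% in size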
# Target sequence (O15648 whole entry, looked up): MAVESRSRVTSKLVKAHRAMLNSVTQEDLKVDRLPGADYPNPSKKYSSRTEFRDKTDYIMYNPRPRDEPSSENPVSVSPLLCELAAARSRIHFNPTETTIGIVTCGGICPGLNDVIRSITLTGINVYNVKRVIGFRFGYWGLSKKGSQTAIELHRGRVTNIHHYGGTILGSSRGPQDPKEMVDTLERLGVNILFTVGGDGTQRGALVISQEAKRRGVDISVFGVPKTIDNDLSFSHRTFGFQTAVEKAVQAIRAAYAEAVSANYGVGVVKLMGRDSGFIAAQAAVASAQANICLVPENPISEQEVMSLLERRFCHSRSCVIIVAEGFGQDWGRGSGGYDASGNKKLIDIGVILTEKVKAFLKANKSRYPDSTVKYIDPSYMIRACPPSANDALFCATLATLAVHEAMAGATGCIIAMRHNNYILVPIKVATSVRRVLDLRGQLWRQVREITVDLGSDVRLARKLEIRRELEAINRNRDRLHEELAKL
#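 Activity is normalized to no-enzyme wells (full inhibition) and 1.25 nM enzyme wells (no inhibition). Reaction: 0.5 mM F6P, 0.1 mM ATP, 45 min RT, ADP-Glo luminescence; concentration-response curves fitted and classed by quality.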
# An asterisk follows results filed as active; ? = inconclusive; nt = no result given; [ ] = another dose, or the depositor's remark. Unless noted, calls come from the whole dose curve; as a rule, active = well fitted curve in the direction sought with a large enough effect; inconclusive = small, poorly fitted or top-dose-only effect, or another doubt; inactive = no such curve, though single readings can be large; an effect the other way counts as inactive or inconclusive.
SMILES,ELG1 genotox,ELG1 DNA repair,TRPV1 ag,BRCA1 expr up,Rab9 promoter act,p53 reactivation,RORgamma inh,NPC1 prom act,FLuc modulator,Gal4-VP16 FLuc,Tb PFK block
O=S1(=O)CCC(S(=O)(=O)N2CCCCCC2)C1 (centres undefined),-3%,-1%,3,0%,6%,0%,?,4%,-4%,?,-7%
Cc1cccc(N(CC(=O)N2CCCC2)S(C)(=O)=O)c1,-1%,22%,-2,3%,-1%,nt,-9%,1%,5%,6%,-3%
COc1cccc(Nc2nc(=O)[nH]nc2C)c1,-3%,9%,-1,-4%,-6%,-9%,-8%,-2%,1%,3%,?
CC1=C(C(=O)N2CCCC(C(=O)c3cccc(C(F)(F)F)c3)C2)OCCO1 (centres undefined),-6%,?,1,1%,-3%,-2%,?,-14%,3%,?,-2%
CCCCN(C(=O)C(C)Oc1ccc(Cl)cc1)c1c(N)n(CCCC)c(=O)[nH]c1=O (centres undefined),0%,6%,1,-24%,1%,-1%,nt,-1%,-1%,nt,-10%
Cc1ccc(S(=O)(=O)N2CCCC(c3nc(-c4ccc(C)o4)no3)C2)cc1 (centres undefined),-6%,-25%,3,-29%,-6%,3%,36%,0%,2%,-6%,-4%
CN(C)C1=NC(=O)/C(=C/c2ccc(-c3ccc(S(N)(=O)=O)cc3)o2)S1,2%,-2%,4,nt,2%,nt,-8%,-9%,-19%,0%,-21%
O=C(c1ccc(CNc2c(N3CCCC3)c(=O)c2=O)cc1)N1CC=C(c2ccccc2)CC1,2%,?,-1,2%,0%,-5%,-4%,-1%,?,5%,-9%
COCCNC(=O)C(c1cccs1)N(C(=O)Cn1nnc2ccccc21)c1cccc(C(C)=O)c1 (centres undefined),-5%,9%,21,1%,3%,0%,29%,10%,2%,-1%,2%
Cc1cc(-c2nnc(SCC(=O)Nc3ccc(C(F)(F)F)cc3)n2C)no1,14%,-13%,nt,17%,-4%,3%,2%,-7%,-2%,2%,0%
Cc1ccc2oc(C(=O)N3CCN(c4cccc(C)n4)CC3)c(C)c2c1,10%,?,5,23%,21%,?,23%,6%,?,-12%,0%
COCC(C)NC(=O)COc1nncc2ccccc12 (centres undefined),12%,15%,-8,-2%,-2%,?,7%,6%,-4%,-4%[10 µM],1%
c1cncc(CNc2ccc3c(c2)OCO3)c1,9%,14%,-1,33%,2%,3%,8%,11%,-19%,?,6%
c1ccc(CNc2nc(N3CCN(Cc4ccccc4)CC3)nc3ccccc23)cc1,-13%,?,2,-85%,0%,3%,-13%,0%,-2%,1%,0%
COc1ccc(-n2cc(CNCCCn3ccnc3)c(-c3ccccc3Cl)n2)cc1,-1%,?,1,-4%,-3%,-3%,-32%,1%,-29%,-14%,-1%
C/C(N)=C(/C#N)C(=O)COC(=O)CC1CCCC1,1%,2%,21,6%,4%,-2%,-3%,1%,-6%,26%,2%
CCN(CC)C(=O)CSc1nnnn1-c1ccc(F)c(Cl)c1,-6%,-19%,-1,-6%,0%,-4%,?,1%,5%,-21%,7%
COc1ccc(-n2c(SCC(=O)Nc3ccccc3)nc3c(c2=O)SCC3)cc1,2%,-13%,-1,-14%,-2%,1%,-7%,0%,5%,1%,-3%
COc1cc(/C=N/N2CCN(C3c4ccccc4-c4ccccc43)CC2)cc(OC)c1OC,-6%,?,0,-35%,-2%,8%,41%,-3%,1%,-1%,-1%
Cc1[nH]n(-c2ncc(-c3ccc(Cl)cc3)s2)c(=O)c1C(c1ccc(Cl)cc1)C(C#N)C#N (centres undefined),0%,?,-2,0%,-2%,?,14µM*,1%,?,?,-1%

# Compound profiles (already shown).
# Shown for `Cc1cc(-c2nnc(SCC(=O)Nc3ccc(C(F)(F)F)cc3)n2C)no1` : ELG1 genotox: 14%; ELG1 DNA repair: -13%; TRPV1 ag: nt; BRCA1 expr up: 17%; Rab9 promoter act: -4%; p53 reactivation: 3%; RORgamma inh: 2%; NPC1 prom act: -7%; FLuc modulator: -2%; Gal4-VP16 FLuc: 2%; Tb PFK block: 0%
# Shown for `Cc1cccc(N(CC(=O)N2CCCC2)S(C)(=O)=O)c1` : ELG1 genotox: -1%; ELG1 DNA repair: 22%; TRPV1 ag: -2; BRCA1 expr up: 3%; Rab9 promoter act: -1%; p53 reactivation: nt; RORgamma inh: -9%; NPC1 prom act: 1%; FLuc modulator: 5%; Gal4-VP16 FLuc: 6%; Tb PFK block: -3%

# The main list resumes, repeating the 3 entries before the break.
SMILES,ELG1 genotox,ELG1 DNA repair,TRPV1 ag,BRCA1 expr up,Rab9 promoter act,p53 reactivation,RORgamma inh,NPC1 prom act,FLuc modulator,Gal4-VP16 FLuc,Tb PFK block
COc1ccc(-n2c(SCC(=O)Nc3ccccc3)nc3c(c2=O)SCC3)cc1,2%,-13%,-1,-14%,-2%,1%,-7%,0%,5%,1%,-3%
COc1cc(/C=N/N2CCN(C3c4ccccc4-c4ccccc43)CC2)cc(OC)c1OC,-6%,?,0,-35%,-2%,8%,41%,-3%,1%,-1%,-1%
Cc1[nH]n(-c2ncc(-c3ccc(Cl)cc3)s2)c(=O)c1C(c1ccc(Cl)cc1)C(C#N)C#N (centres undefined),0%,?,-2,0%,-2%,?,14µM*,1%,?,?,-1%
Fc1ccccc1C(c1nnnn1Cc1ccc2c(c1)OCO2)N1CCN(Cc2ccco2)CC1 (centres undefined),3%,-5%,-3,-27%,10%,?,1%,2%,4%,-1%,1%
Cc1ccc2cc(CCNC(=O)c3cccs3)c(=O)[nH]c2c1C,?,?,-3,?,2.8µM*,?,28%,2.8µM*,5.4µM*,-7%,-1%
CC12CN(C(=O)c3cccc([N+](=O)[O-])c3)C3(C#N)CC1CCC23C (centres undefined),4%,3%,-7,0%,0%,?,-8%,-1%,-3%,-3%,-7%
CCCCC1=CC2=CC(=O)C(C)(OC(=O)CC)C(=O)C2=CN1CC(C)C (centres undefined),3%,4%,-2,29%,-2%,1%,-7%,2%,-1%,2%,4%
O=c1oc2ccccc2c2nccnc12,-7%,-2%,-1,16%,-4%,6%,3%[0.365 µM],1%,3%,nt,0%
Cc1ccc(NC(=O)CNCc2ccccc2)c(Br)c1,?,?,23,?,23%,12%,17%,15%,?,17%,4%
C[C@H]1CN([C@@H](C)CO)C(=O)Cc2cc(NC(=O)Cc3ccccc3)ccc2O[C@H]1CN(C)C(=O)Nc1cccc2ccccc12,11%,10%,nt,-22%,nt,6%,nt,nt,nt,nt,1%
Cn1cc(S(=O)(=O)NC2CCCCCC2)c(=O)n(C)c1=O,0%,27%,2,15%,26%,?,-6%,-2%,4%,-1%,1%
COc1ccc(-n2nnnc2CNC(=O)c2ccc3ccccc3c2)cc1,-2%,6%,21,-9%,-4%,-10%,nt,-2%,3%,nt,12%
COC(=O)N1CC(C)N(C(=O)OC)CC1C (centres undefined),2%,9%,0,6%,4%,-2%,-17%,-8%,6%,-7%,-4%
Nc1nonc1-n1nnc(C(=O)N/N=C/C=C/c2ccccc2)c1CSC1=NCCS1,-7%,?,0,-49%,1%,15%,1.4µM*,-1%,-11%,3.2µM*,0%
O=C(NC1CCCC1)c1ccc(S(=O)(=O)N2CCOCC2)cc1,1%,5%,3,15%,-5%,8%,6%,2%,?,1%,-2%
CCOc1ccc(Br)cc1C(=O)Nc1ccc(C(=O)NCC(C)C)cc1,1%,?,2,-64%,-15%,-25%,-40%,-8%,0%,?,5%
Cc1nnc(NC2=NCCC2)o1,1%,7%,-5,-2%,-6%,-2%,?,-3%,0%,-4%,-1%
CC(=O)N1CCc2cc(S(=O)(=O)N3CC(C)CC(C)C3)ccc21 (centres undefined),-4%,-7%,0,-9%,-1%,-2%,12%,-3%,5%,-2%,1%
CCc1nc(-c2ccccc2O)n(-c2ccccc2)n1,0%,-6%,2,2%,-8%,-2%,-32%,-3%,0%,6%,3%
CC(=O)c1cc2c(cc1NS(=O)(=O)c1ccc(C)cc1)OCO2,4%,-4%,0,-27%,-2%,-3%,-30%,2%,11%,-1%,0%
O=C(Cn1c(C(=O)NCCCN2CCOCC2)cc2sccc21)c1ccccc1,nt,nt,18,1%,nt,nt,14%,nt,12%,2%,nt

# Source: PubChem (National Center for Advancing Translational Sciences (NCATS))
